From PubChem BioAssay
phage Ecoli inh: E. coli growth loss with phage present. growth absorbance. inhibition, % at 11.9 µM. 360,000 compounds, 0.26% hits. AID 651602; in the data active = inhibition above about 11%
HTR5A ag: activates human HTR5A in OPRM1-OPRD1 agonist counter-screen. HTR5A agonist assay, luminescence, cell-based. 340,000 compounds, 0.61% hits. activation, % at 9.3 µM. AID 504692. P47898; in the data active = activation mostly above about 9.5%, no sharp cut-off; inactive = mostly below about 7.6%;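 also: 0% = cells with vehicle only and 100% = reference agonist; strong numbers were not always called active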
Target sequence (P47898 whole entry, looked up): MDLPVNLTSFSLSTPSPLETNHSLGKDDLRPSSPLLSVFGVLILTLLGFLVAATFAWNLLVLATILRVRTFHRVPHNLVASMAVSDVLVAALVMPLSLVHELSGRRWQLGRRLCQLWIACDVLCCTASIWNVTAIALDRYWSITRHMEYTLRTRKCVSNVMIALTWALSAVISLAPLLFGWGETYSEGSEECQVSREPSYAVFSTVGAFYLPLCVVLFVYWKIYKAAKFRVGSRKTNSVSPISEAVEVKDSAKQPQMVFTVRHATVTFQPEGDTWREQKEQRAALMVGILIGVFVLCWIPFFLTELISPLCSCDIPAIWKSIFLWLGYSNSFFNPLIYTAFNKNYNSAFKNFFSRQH
PKA-R2B act: activators of human PKA-R2B complex; activation, % at 11.4 µM; P22694+P31323; AID 504700; PKA-R2B holoenzyme dissociation, Cy5-IP20 fluorescence polarization; R2B truncated from residue 108, S112A mutant; 0% DMSO only, 100% 113 µM cGMP; 340,000 compounds, 0.079% hits;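 active = activation above a cutoff set at the mean over all compounds plus 3 SD, cut at about 18% in these data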;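 also: higher means more holoenzyme dissociation and a rise in polarization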
DAGLB inh: blocks human DAGLB lipase activity. HEK293T DAGLB membrane lysate, EnzChek fluorogenic substrate. Q8NCG7. AID 504411. 340,000 compounds, 0.059% hits. inhibition, % at 5.17 µM; in the data active = inhibition above about 34%;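 also: 0% = enzyme with vehicle and 100% = wells lacking enzyme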
Tat export inh: E. coli Tat transport inhibition; inhibition, % at 10 µM; 340,000 compounds, 0.036% hits; E. coli MC4100 TorA-mCherry Tat export, fluorescence; AID 488895;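 active = mean replicate inhibition at least 50% and at least half of replicates individually reaching 50%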;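 also: exported cargo escapes ClpAP degradation while cytoplasmic cargo is degraded and loses fluorescence; 0% = median of neutral control wells and 100% = median of NaSCN control wells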
HTR5A inv ag: HTR5A inverse agonism, opioid heterodimer counter-screen; P47898; HTR5A cell line, luminescence; inhibition, % at 9.3 µM; 340,000 compounds, 0.083% hits; AID 504634; in the data active = inhibition mostly above about 23%, no sharp cut-off; inactive = mostly below about 18%;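 also: 0% = cells with DMSO and 100% = no-cell wells with DMSO; some compounds called inactive have numbers as strong as hits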
PKA-R1A act: activates the PKA-R1A holoenzyme complex; P00514+P68181; PKA-R1A dissociation, Cy5-IP20 fluorescence polarization; scaled: DMSO 0%, 113 µM cGMP 100%; activation, % at 11.4 µM; 340,000 compounds, 0.083% hits;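 active = percent activation above the mean of all tested compounds plus 3 SD, cut at about 19% in these data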;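 also: higher means more PKAc released from R1A so a rise in polarization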
AddAB inh: less growth of phage-infected E. coli with AddAB. E. coli expressing H. pylori AddAB, absorbance growth. inhibition, % at 11.9 µM. 330,000 compounds, 0.29% hits; in the data active = inhibition above about 12%;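 also: 0% = vehicle wells of infected cells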
Ecoli viability: bacterial growth inhibition, counter-screen for AddAB inhibitors; E. coli V3065 growth, OD600 absorbance, 18 h; inhibition, % at 11.9 µM; 330,000 compounds, 0.27% hits; AID 449728;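 active = inhibition above the campaign's mean inhibition across all tested compounds plus 3 SD, cut at about 9.9% in these data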;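 also: uninfected addAB+ strain grown without phage in ampicillin broth; 0% = DMSO wells and 100% = ciprofloxacin 0.95 µg/ml wells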
CDK5 inh: blocks human CDK5/p35 kinase activity; Q00535+Q15078; AID 488839; Recombinant CDK5/p35, ADP-Glo luminescence, 60 min; inhibition, % at 10 µM; 330,000 compounds, 0.01% hits;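 active = highest replicate inhibition of at least 50% and at least 75% of replicates reaching 50%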;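 also: plate controls were DMSO neutral control for no effect and GW8510 at 10 µM for full effect; many of its hits are not listed in these tables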
Target sequence (Q00535 whole entry, looked up): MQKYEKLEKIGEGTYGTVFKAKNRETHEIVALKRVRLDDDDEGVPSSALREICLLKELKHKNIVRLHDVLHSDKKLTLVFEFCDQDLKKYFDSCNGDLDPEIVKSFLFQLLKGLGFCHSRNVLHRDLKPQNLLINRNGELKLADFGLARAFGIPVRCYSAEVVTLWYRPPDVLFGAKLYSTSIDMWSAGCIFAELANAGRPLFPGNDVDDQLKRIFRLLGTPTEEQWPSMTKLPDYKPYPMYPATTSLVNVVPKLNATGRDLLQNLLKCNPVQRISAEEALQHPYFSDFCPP
Target sequence (Q15078 whole entry, looked up): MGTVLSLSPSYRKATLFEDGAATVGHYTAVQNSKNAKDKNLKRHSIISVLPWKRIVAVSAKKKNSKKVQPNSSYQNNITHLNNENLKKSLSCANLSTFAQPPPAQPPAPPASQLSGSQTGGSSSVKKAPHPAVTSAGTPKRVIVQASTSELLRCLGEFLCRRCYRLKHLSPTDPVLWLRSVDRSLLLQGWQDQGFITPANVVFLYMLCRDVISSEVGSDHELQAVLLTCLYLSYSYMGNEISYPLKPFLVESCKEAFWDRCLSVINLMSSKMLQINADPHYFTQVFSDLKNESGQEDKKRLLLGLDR
SUMO Mot1 rescue: inhibitors of SUMOylation pathway: yeast Mot1-301 growth rescue; AID 2716; growth rescue, % at 18.8 µM; 320,000 compounds, 1% hits; S. cerevisiae Mot1-301 growth rescue, ATP luminescence, 38.5C; percent above DMSO median, 100 means doubled;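 active = every valid replicate shows activation above 250% relative to neutral control wells; inactive = the rest, any valid replicate at or below 250%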;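 also: OY570 slx delta 5 strain wells were the positive control but not used for scaling; some compounds called inactive have numbers as strong as hits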
Numbers without * were called inactive; · = no result given; + = active, no number.

Start of the data: the first 5 compounds (preview)
SMILES	phage Ecoli inh	HTR5A ag	PKA-R2B act	DAGLB inh	Tat export inh	HTR5A inv ag	PKA-R1A act	AddAB inh	Ecoli viability	CDK5 inh	SUMO Mot1 rescue
O=c1[nH]c2nc(Br)[nH]c(=O)c2[nH]1	1.6	-0.2	-3.6	-0.6	6.9	1.0	-7.9	·	·	-1.1	·
CCCCOc1ccc(-c2nnc(N)s2)cc1	1.2	-1.6	-0.4	2.8	-3.4	-10.7	-0.7	4.2	-0.7	0.0	9.0
CCCCNC(=O)N(O)C1N(CCCC)C(=O)N(CC(=O)OC)C1(C)C (stereo not drawn)	2.3	-2.2	-10.8	1.8	0.5	1.5	5.4	-2.0	-2.5	1.4	-0.4
Cc1ccccc1-n1ncc2c1CC(C)(C)CC2NC(=O)CCN1Cc2ccccc2C1=O (stereo not drawn)	-0.8	2.6	-2.5	-0.7	10.6	-9.7	0.8	-0.1	2.3	-1.2	5.2
CN(C)/C=C/C(=O)c1ccc(Cl)s1	1.1	2.8	-1.5	3.5	-0.8	-7.8	-0.7	3.3	-1.9	-0.2	-22.4

All compounds of this part, repeating the preview:
SMILES	phage Ecoli inh	HTR5A ag	PKA-R2B act	DAGLB inh	Tat export inh	HTR5A inv ag	PKA-R1A act	AddAB inh	Ecoli viability	CDK5 inh	SUMO Mot1 rescue
O=c1[nH]c2nc(Br)[nH]c(=O)c2[nH]1	1.6	-0.2	-3.6	-0.6	6.9	1.0	-7.9	·	·	-1.1	·
CCCCOc1ccc(-c2nnc(N)s2)cc1	1.2	-1.6	-0.4	2.8	-3.4	-10.7	-0.7	4.2	-0.7	0.0	9.0
CCCCNC(=O)N(O)C1N(CCCC)C(=O)N(CC(=O)OC)C1(C)C (stereo not drawn)	2.3	-2.2	-10.8	1.8	0.5	1.5	5.4	-2.0	-2.5	1.4	-0.4
Cc1ccccc1-n1ncc2c1CC(C)(C)CC2NC(=O)CCN1Cc2ccccc2C1=O (stereo not drawn)	-0.8	2.6	-2.5	-0.7	10.6	-9.7	0.8	-0.1	2.3	-1.2	5.2
CN(C)/C=C/C(=O)c1ccc(Cl)s1	1.1	2.8	-1.5	3.5	-0.8	-7.8	-0.7	3.3	-1.9	-0.2	-22.4
Cc1nnc(SCC(=O)N2CCCCC2)s1	0.8	-4.3	6.3	-2.7	-5.8	-14.1	-4.9	-0.2	-0.5	-0.5	3.4
CCOc1cccc(/C(O)=C2/C(=O)C(=O)N(CCOC)C2c2ccc(C)o2)c1 (stereo not drawn)	2.7	-4.7	-8.5	-0.3	9.9	9.4	-2.0	0.5	-0.9	0.9	2.3
CC(C)OCCCNC(=O)C(NC(=O)c1ccc(Cl)cc1)C(C)C (stereo not drawn)	3.6	-2.3	-9.5	0.1	-2.0	-3.7	-7.3	-0.7	-1.5	0.8	-17.2
O=C(NCCc1ccc2c(c1)OCCO2)c1cccc(F)c1	2.9	4.8	-2.5	-1.5	7.3	2.1	4.0	0.8	-1.5	-2.1	-5.1
O=C(COC(=O)c1c2c(nc3ccccc13)CCCC2)c1ccc(Br)s1	2.4	8.4	1.1	-4.4	1.9	-6.9	5.6	2.0	-0.6	1.7	16.5
CC1=NN(c2ccccc2)C(=O)C1C=Nc1ccccc1O (stereo not drawn)	·	-4.0	-0.6	2.9	5.8	12.5	7.1	2.1	1.6	0.5	16.6
COc1ccccc1Nc1nc(-c2cccc([N+](=O)[O-])c2)nc2ccccc12	1.5	1.5	-3.9	-2.1	-2.1	-3.9	9.8	0.8	3.2	2.7	17.2
COc1ccc(CNc2nc3nc(C)c(Cl)c(=O)n3[nH]2)cc1OC	2.5	-0.9	10.3	0.7	-4.4	20.0	2.6	1.7	-0.1	-0.2	7.2
CC(C)Cc1nccs1	0.1	2.2	1.3	1.8	1.6	-21.2	-2.8	1.3	-4.0	-0.3	-3.6
CCOC(=O)c1cc2c(C)n(-c3ccc(OCC)cc3)c(C)c2cc(C(=O)OCC)c1=O	1.0	5.6	-9.9	0.5	9.3	6.9	2.4	0.2	-1.6	-0.4	-6.0
O=C(CCOc1ccccc1)Nc1ccnn1C1CCN(Cc2ccccc2)CC1	0.4	2.5	16.6	2.0	1.5	-1.1	8.1	0.5	-0.5	0.4	0.7
CCN(c1ccccc1)S(=O)(=O)c1cc2c(cc1C)NC(=O)CO2	2.1	-3.7	-5.9	1.8	9.3	-26.5	7.6	-0.2	3.1	-7.8	-8.4
CC(=O)c1c(O)cc2n(c1=O)-c1ccc(Cl)cc1C2(C)C	3.9	3.1	-3.2	-3.5	-4.1	5.9	1.1	3.2	1.0	-2.2	-1.9
c1ccc(Cn2nnc(-c3ccccc3)n2)cc1	3.1	1.4	7.8	-3.3	3.5	9.5	-1.6	1.9	-1.3	0.6	17.1
NNC(=O)C1=NOC2COC3(CCN(c4ncccn4)CC3)OCC12 (stereo not drawn)	1.7	·	·	·	-5.2	·	·	4.5	1.2	-0.7	-30.8
CCOC(=O)c1ccccc1NC(=O)/C=C/C(=O)O	1.3	2.3	10.6	-0.7	-3.5	-8.0	1.8	1.0	2.2	1.3	-9.6
CCCNc1nc(N)nc(-c2cc(Cl)ccc2OC)n1	2.6	-5.5	18.3	0.9	-4.9	14.1	6.3	0.7	-1.7	1.4	3.5
Cc1cc(C(=O)COC(=O)CC(NC(N)=O)c2ccc(Cl)cc2)c(C)n1C (stereo not drawn)	0.7	7.3	0.2	0.5	-6.8	-18.6	0.2	0.7	1.1	-0.4	-2.1
Cc1ccc(-n2ncc3c(=O)n(CC(=O)NC4CCCCC4)cnc32)cc1C	2.2	2.7	-11.9	-4.9	-7.6	0.7	1.9	0.9	0.9	-1.1	165.4
O=C(Cc1ccccc1)Nc1ccc(N2CCOCC2)cc1	3.8	2.4	4.8	-1.3	-8.8	-6.0	-0.8	0.2	0.7	2.1	-7.5
CCOCCCNC(=O)/C(C#N)=C/c1cc(C)c(O)c(C)c1	0.7	2.7	0.3	2.6	1.3	13.5	6.3	0.8	0.9	-1.6	·
C=CCN1C(=O)/C(=C\c2ccc(C)cc2)N=C1SCC(=O)NCCC	0.3	2.9	-8.3	-1.2	1.1	0.4	-6.5	1.9	2.5	2.1	+
Cc1cc2cc(C(c3nnnn3Cc3ccccc3)N3CCc4ccccc43)c(=O)[nH]c2cc1C (stereo not drawn)	1.6	0.0	-11.0	3.2	-7.2	0.1	-10.5	-4.0	-2.1	0.2	-12.5
CCOc1ccc(CCNc2ccc3nnc(-c4ccccc4)n3n2)cc1OCC	1.1	3.1	-8.0	-8.3	-1.5	-9.2	-0.1	0.6	-0.1	-0.1	-7.6
COCCCN1CN=C(Nc2nc3ccccc3o2)NC1	2.3	4.8	1.2	-0.1	-3.5	-0.3	-6.9	0.7	-0.2	2.8	12.8
CCOc1ccccc1NC(=O)c1ccc(C(=O)Nc2ccccc2OCC)nc1	1.5	-1.1	-0.2	-0.9	-6.5	4.2	-9.5	1.0	-0.7	0.0	5.6
CC(Cl)C(=O)NN=C(c1ccccc1)c1ccccc1 (stereo not drawn)	1.2	0.4	7.1	-3.6	6.2	-1.2	-8.4	4.7	2.2	-1.7	467.7*
COc1ccc2c(c1OC)C(=O)N1c3ccccc3COC21 (stereo not drawn)	2.2	3.3	-8.4	-3.5	1.6	-0.2	-8.5	1.0	0.3	-1.4	·
COc1ccc(NC(=S)NNc2ccc(S(=O)(=O)Nc3ccccc3C(=O)O)cc2[N+](=O)[O-])cc1	-3.7	-2.2	83.2*	43.3*	0.4	32.6	63.6*	1.4	0.5	1.6	-0.5
CC(C)Cc1nnc(NS(=O)(=O)c2ccc(Cl)cc2)s1	1.5	8.2	0.1	5.2	-3.4	-24.2	-0.3	-0.6	1.0	1.3	-8.3
COc1ccc(Nc2ncccc2C(=O)NCc2ccccc2)cc1	3.1	0.0	-4.2	-0.6	-1.0	26.0	7.7	0.9	0.6	-2.8	4.4
COC(=O)CSc1nnc(CNC(=O)c2ccc(S(=O)(=O)N3CCCCC3)cc2)n1C	-0.2	5.2	-4.2	-1.8	-7.2	2.8	9.4	2.2	1.0	0.0	17.6
CCC(=O)N1CCc2cc(Br)cc(S(=O)(=O)N3CCC(C(=O)NCCCOC(C)C)CC3)c21	2.8	4.1	1.7	-1.4	6.5	-11.1	-3.1	3.9	3.1	-0.1	94.9
CC(OC(=O)Cn1[nH]c(=O)c2ccccc2c1=O)C(=O)Nc1ccc(Cl)cn1 (stereo not drawn)	3.3	-2.7	6.7	-2.1	-7.1	6.6	10.3	0.3	-0.5	0.0	14.4
O=C(Nn1c(-c2ccncc2)nc2ccccc2c1=O)c1ccc(Br)cc1	3.9	1.9	7.9	1.1	-6.9	-5.5	-7.8	0.2	-0.4	-6.7	30.7

3 entries out of the list, sorted by heavy-atom count, high to low.
SMILES	phage Ecoli inh	HTR5A ag	PKA-R2B act	DAGLB inh	Tat export inh	HTR5A inv ag	PKA-R1A act	AddAB inh	Ecoli viability	CDK5 inh	SUMO Mot1 rescue
COC(=O)CSc1nnc(CNC(=O)c2ccc(S(=O)(=O)N3CCCCC3)cc2)n1C	-0.2	5.2	-4.2	-1.8	-7.2	2.8	9.4	2.2	1.0	0.0	17.6
COc1ccc(Nc2ncccc2C(=O)NCc2ccccc2)cc1	3.1	0.0	-4.2	-0.6	-1.0	26.0	7.7	0.9	0.6	-2.8	4.4
CC(Cl)C(=O)NN=C(c1ccccc1)c1ccccc1 (stereo not drawn)	1.2	0.4	7.1	-3.6	6.2	-1.2	-8.4	4.7	2.2	-1.7	467.7*

Next entries follow.
SMILES	phage Ecoli inh	HTR5A ag	PKA-R2B act	DAGLB inh	Tat export inh	HTR5A inv ag	PKA-R1A act	AddAB inh	Ecoli viability	CDK5 inh	SUMO Mot1 rescue
Cc1ccccc1NC(=O)COC(=O)c1ccc2c(c1)C(=O)N(CCCN1CCOCC1)C2=O	3.7	-2.4	-8.8	0.8	5.1	8.6	-11.6	·	·	0.4	·
O=S1(=O)CC(O)C(N2CCCCC2)C1 (stereo not drawn)	1.6	2.3	0.0	-0.7	-2.8	6.9	3.4	1.0	-1.9	-0.8	133.6
CCN(CC(=O)Nc1c(F)cccc1F)C(=O)CCOc1ccc(C)cc1	-1.0	1.1	9.0	-1.6	-6.7	-2.6	-2.5	1.4	-0.7	1.6	27.8
COC(=O)c1cc(C(=O)OCC(=O)c2ccc3c(c2)NC(=O)CO3)cc([N+](=O)[O-])c1	6.4	-4.6	3.5	2.5	1.4	11.3	-8.4	·	·	0.6	·
Cc1cccc2cc(CN(Cc3cccnc3)C(=S)NCCCN(C)C)c(=O)[nH]c12	2.9	-1.8	6.0	-1.4	6.9	4.9	-18.5	2.3	-2.4	-0.4	9.1
COc1cccc2c1NC(C(=O)O)C1CC=CC21 (stereo not drawn)	·	-1.2	-7.1	1.3	11.9	-23.9	1.8	-0.3	0.1	-3.9	-18.2
Cc1cc(C)n2nc(/C(C#N)=C/c3ccccc3)c(C#N)c2n1	1.9	-2.1	3.2	-1.2	0.9	7.7	2.2	·	·	-2.9	·
Cn1nc(-c2ccc(Cl)cc2)c2cc(C(=O)NCc3ccco3)sc21	2.4	-3.1	-2.4	-4.0	0.5	9.3	12.9	1.9	-0.9	0.6	7.6
